Screens (PubChem BioAssay)
PLCg1 inh = blocks human PLC-gamma1 enzyme activity. inhibition, % at 12.2 µM. hit rate 0.84% among 370,000. AID 720700. purified PLC-gamma1, fluorogenic substrate, fluorescence; in the data active = inhibition above about 9.5%
ADAM17 inh = inhibitors of human ADAM17 | hit rate 0.83% among 370,000 | inhibition, % at 6.95 µM | recombinant ADAM17, EDANS/DABCYL FRET peptide cleavage | P78536;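 active = inhibition above the mean of compounds lying between control limits plus 3 SD, set per campaign, cut at about 8.5% in these data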;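 note: 0% = DMSO-only wells as the low control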
hcDAF-12 act = H. contortus DAF-12 activation, primary screen; HEK293 hcDAF-12 lit1-tk-luc reporter, luminescence; 0% DMSO, 100% Δ7-dafachronic acid; activation, % at 6.8 µM; hit rate 1.4% among 370,000; AID 652067;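 active = activation above the mean of all tested compounds plus 3 SD, cut at about 5.5% in these data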;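 note: 100% = response to 3 µM Δ7-dafachronic acid high control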
SMARCA2 act = activators of SMARCA2 function; MG213 cells, MMTV-luciferase reporter, dexamethasone, overnight; activation, % at 9.1 µM; hit rate 1% among 370,000; in the data active = activation above about 7.8%;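 note: 0% = vehicle wells and 100% = reference activator wells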
DAX1 inh-1 = inhibitors of human orphan nuclear receptor DAX1 (NR0B1) | HEK293 Gal4-DAX1 luciferase reporter, luminescence | AID 504766 | hit rate 0.99% among 340,000 | inhibition, % at 6.75 µM | P51843;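 active = inhibition above the mean over all tested compounds plus 3 SD, cut at about 4.2% in these data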;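 note: 0% = DAX1-transfected cells with DMSO and 100% = empty-vector control cells with DMSO; inhibition shows as a rise in luminescence from relieved DAX1 repression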
hgDAF-12 ag = hgDAF-12 agonism, primary luciferase screen. HEK293 GAL4-hgDAF12 UAS-luciferase reporter, agonist luminescence; normalized to butyrate control. activation, % at 6.8 µM. hit rate 1.8% among 370,000. AID 687014;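 active = activation above a cutoff set at the mean of all screened compounds plus 3 SD, cut at about 10% in these data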;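 note: 0% = DMSO wells and 100% = sodium butyrate wells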
PLC-beta3 inh = blocks human PLC-beta3 enzyme activity | Q01970 | Purified PLC-beta3, fluorogenic substrate, fluorescence | inhibition, % at 12.2 µM | hit rate 0.18% among 370,000 | AID 720704; in the data active = inhibition above about 11%;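 note: 0% = median of compound wells on plate and 100% = full blocker control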
MBD2 DNA inh = inhibitors of human MBD2 binding to methylated oligonucleotide; TR-FRET; Q9UBB5; AID 686964; hit rate 0.31% among 370,000; inhibition, % at 4.4 µM; in the data active = inhibition above about 13%
DAX1 inh-2 = DAX1 (NR0B1) inhibition, primary screen; HEK293T StAR-luciferase reporter, SF-1/DAX-1 repression relief; inhibition, % at 6.8 µM; hit rate 1.1% among 370,000; AID 652010;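 active = inhibition above the mean over all tested compounds plus 3 SD, cut at about 3.6% in these data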;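 note: 0% = DAX-1 cells with DMSO and 100% = cells lacking DAX-1 with DMSO; higher inhibition means more luminescence from relief of DAX-1 repression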
Rev-erbA mod = Rev-erb alpha (human) modulation; P20393; Rev-erbα–FITC-DNA binding, fluorescence polarization, 90 min; activity, % at 10 µM; hit rate 0.79% among 370,000; AID 1259318;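 active = activity above about 14%, limit read from the data; passing the limit was not always enough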;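 note: 0% = DMSO wells with 35 nM protein and 100% = DMSO wells with 750 nM protein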
ssDAF12 agonist = activates DAF-12 receptor from parasite S. stercoralis; activation, % at 6.8 µM; HEK293 ssDAF-12/GRIP1 lit1-tk-luc reporter, luminescence; % of 3 µM dafachronic acid response; AID 652126; hit rate 1% among 370,000;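 active = activation above the mean over all tested compounds plus 3 SD, cut at about 0.9% in these data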;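 note: 0% = DMSO-only wells and 100% = 3 µM delta7-dafachronic acid wells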
Starred values were filed as active, the others as inactive; i = inactive; x = no result given.

SMILES | PLCg1 inh | ADAM17 inh | hcDAF-12 act | SMARCA2 act | DAX1 inh-1 | hgDAF-12 ag | PLC-beta3 inh | MBD2 DNA inh | DAX1 inh-2 | Rev-erbA mod | ssDAF12 agonist
Cn1c(=Nc2ccccc2)sc2ccccc21 | 2 | -1 | 3.2 | 3 | -0.1 | 2.8 | 0 | 3 | -0.1 | -3 | -1.0
COC(=O)C1CN(Cc2cn(CCC3OCCO3)nn2)CCS(=O)(=O)N1Cc1ccc(OC)cc1 (stereo not drawn) | -1 | 1 | -1.5 | -2 | x | -0.3 | 1 | 7 | -0.2 | 0 | -1.4
O=C(NNC(=S)Nc1ccccc1)c1ccc(O)cc1 | 1 | -9 | 1.8 | 6 | 6.0* | 15* | -47 | 4 | 3.4 | -5 | 0.5
O=C(Nc1ccc2c(c1)OCCO2)C1CCN(S(=O)(=O)Cc2ccccc2)CC1 | 2 | -2 | -1.8 | -2 | 2.0 | -2.8 | 3 | -3 | -0.5 | 4 | -1.1
C=CCC1(Cl)C(=O)C(Cl)=C(N2CCOCC2)C1(OC)OC (stereo not drawn) | -1 | -1 | 0.7 | -3 | 0.2 | -0.3 | -2 | 0 | -0.1 | 2 | -1.6
Cn1c(CNC(=O)c2ccc(Cl)c(Cl)c2)nnc1SCC(=O)Nc1sc2c(c1C#N)CCCC2 | 6 | -1 | -0.1 | -2 | 0.5 | -1.0 | 5 | -6 | -0.3 | -2 | -1.0
OCCN1CCN(c2nc(-c3ccccc3O)nc3ccccc23)CC1 | -3 | -2 | -1.9 | -1 | 0.0 | 0.6 | -10 | 5 | -0.4 | -1 | -1.1
FCCCOc1ccc(-c2nccc(-c3ccc(F)cc3)n2)cc1 | -1 | 3 | -1.9 | -1 | 0.3 | -2.1 | -3 | 2 | -0.7 | -2 | -1.6
N#Cc1ccc(CN2C=NS(=O)(=O)c3ccccc32)cc1 | 2 | -2 | -0.5 | -1 | -0.7 | -2.5 | -2 | -3 | 0.2 | -5 | -1.3
COC(=O)C1=C(C)N(Cc2ccccc2C(F)(F)F)C(=NCc2ccc3c(c2)OCO3)NC1c1ccc(F)cc1 (stereo not drawn) | 5 | 0 | -2.2 | 0 | x | -2.2 | 5 | -5 | -0.8 | -2 | -0.8
CC1Cc2ccccc2N1Cc1nc2cc(C(F)(F)F)ccc2c(=O)[nH]1 (stereo not drawn) | -3 | 0 | 1.7 | 1 | 0.7 | -2.8 | -5 | 3 | -0.8 | 2 | -0.8
CCC1CCCCN1S(=O)(=O)c1ccc(NC(=O)CSc2ncccc2C(=O)O)cc1 (stereo not drawn) | 1 | 0 | 0.8 | 2 | -1.1 | 2.5 | 4 | -1 | 0.9 | -1 | -1.1
COc1ccc(OCCNC2CCCC2)cc1 | 2 | 0 | -1.5 | -1 | 0.4 | -0.7 | 4 | 0 | 0.2 | 0 | -1.1
CCCn1c(=O)c2c(C(=O)OCC)cc(-c3ccco3)nc2n(CCC)c1=O | -77 | -27 | -0.4 | -1 | 0.2 | -1.8 | -105 | -7 | 1.1 | 4 | -1.4
O=C(NCc1ccco1)C(=O)N1CCCC1 | 2 | -1 | -1.2 | 5 | 0.6 | -4.2 | 0 | 3 | 0.0 | 2 | -1.5
CCOc1ccc(NS(=O)(=O)c2ccc(NS(=O)(=O)c3ccc(SC)cc3)cc2)cc1 | 0 | 5 | -2.0 | -6 | 0.1 | -1.2 | -6 | 3 | 0.2 | 2 | -0.3
CC1=CC(=O)C=C(C)C1=NOc1ccc([N+](=O)[O-])cc1 | 0 | 2 | -1.0 | 5 | 3.2 | -2.7 | 0 | 3 | 0.9 | -1 | -1.1
Cn1c(NC(=O)/C=C/c2ccco2)cc(=O)n(C)c1=O | -11 | -6 | 0.9 | -3 | 0.0 | 1.9 | -16 | -8 | -0.7 | -3 | -1.0
O=S(Cc1cc(Oc2ccccc2)nc(-c2ccccc2)n1)c1ccccc1 (stereo not drawn) | 13* | 11* | -0.8 | -1 | -1.4 | -1.8 | 4 | -3 | -0.9 | 10 | -1.9
COc1ccc(-c2nc(CN3CCC(C(=O)NC4CCCc5ccccc54)CC3)c(C)o2)cc1OC (stereo not drawn) | -2 | -5 | -1.7 | -3 | -0.4 | 0.3 | -7 | 0 | -0.5 | 0 | -1.9
CCOC(=O)C1CCN(C(=O)c2cn(C)c(=O)c3cc(OC)c(OC)cc23)CC1 | -2 | -7 | -0.7 | -1 | 0.9 | 0.2 | 0 | 0 | -0.2 | 3 | -1.1
COc1ccccc1/C=N/NC(=O)C(=O)N1CCN(c2ccccc2OC)CC1 | 7 | 2 | 1.3 | 10* | -0.1 | -0.6 | 2 | 3 | 0.7 | 3 | -1.3
CCOC(=O)C1=C(CS(=O)(=O)c2ccccc2)NC(=O)NC1c1ccc(O)c(OC)c1 (stereo not drawn) | 1 | -4 | -0.4 | -1 | -0.3 | 6.6 | -5 | 3 | 0.8 | -2 | -0.2
Cc1ccc(C(=Cc2ccc([N+](=O)[O-])cc2)C(=O)O)cc1 | -9 | -3 | -1.6 | -3 | 0.7 | 1.6 | -3 | -4 | 0.0 | 3 | -0.8
Cc1nc2cc(NC(=O)c3cccc(S(C)(=O)=O)c3)ccc2o1 | -2 | -2 | -1.9 | 6 | 2.0 | -0.4 | -6 | -5 | -0.5 | 3 | -0.8
CC12CCC(C(=O)N(CC(=O)O)C1=O)C2(C)C (stereo not drawn) | 2 | 0 | 1.9 | 0 | 1.4 | 0.2 | 3 | 2 | -0.3 | 8 | -0.8
Cc1ccc(Nc2c(O)nc[nH]c2=O)cc1 | 0 | 2 | 0.2 | 0 | 0.8 | 0.0 | 5 | -2 | -0.6 | -2 | 0.1
Cc1cccc(C)c1NC(=S)N(CCN(C)C)C(C)c1cccnc1 (stereo not drawn) | 1 | -2 | 0.1 | 2 | -0.3 | 3.7 | -6 | 1 | -0.6 | -8 | -0.5
O=C1CCCN1CCC(=O)N1CCCC(Nc2ccc(F)c(F)c2)C1 (stereo not drawn) | 0 | -1 | 0.4 | 3 | -1.1 | -1.5 | -4 | -6 | -0.2 | -5 | -1.0
CN(CC(=O)Nc1cccnc1Cl)S(=O)(=O)c1ccc(Cl)cc1 | -2 | -3 | -1.0 | -1 | 0.8 | 2.1 | -2 | 3 | -0.7 | 0 | -1.4
O=C(NCCCCc1ccccc1)c1ccccc1F | 1 | -1 | -0.5 | 2 | -1.0 | 4.3 | -8 | -2 | -0.3 | 0 | -0.7
O=C(NCc1cc(C(F)(F)F)ccc1F)C1CCC(=O)N(C2CCCCCC2)C1 (stereo not drawn) | 2 | 1 | -3.4 | -2 | -0.3 | 0.3 | -1 | -3 | 0.2 | -2 | -1.1
CCCC(=O)Nc1ccc(C(=O)COC(=O)c2c(C)noc2C)cc1 | -1 | -3 | 1.5 | -2 | 0.1 | 2.2 | -5 | 3 | 0.6 | 0 | -1.1
O=C(CSc1n[nH]c(=O)n1-c1ccccc1)Nc1ccccc1 | 15* | 4 | -1.4 | -2 | x | -2.6 | 9 | -6 | 0.5 | -1 | -1.0
CCCCn1c(N)c(N(CC(C)C)C(=O)c2cc(S(=O)(=O)N3CCOCC3)ccc2Cl)c(=O)[nH]c1=O | 0 | -7 | -1.0 | -2 | -0.2 | -1.3 | -7 | -5 | 0.8 | 1 | -1.4
CCC(C)(C)NC(=O)c1cc([N+](=O)[O-])ccc1N1CCCCC1 | -1 | 1 | -0.7 | -2 | -0.4 | -0.1 | 3 | -1 | 0.3 | 6 | -1.3
Cc1ccc(NS(=O)(=O)c2cn(C)c(=O)n(C)c2=O)cc1C | -10 | -4 | 0.7 | 0 | 0.6 | 3.3 | -9 | 2 | 0.5 | 1 | -1.2
CCCCn1nc(C(=O)NCC(=O)Nc2c(C)cccc2C)c2ccccc2c1=O | 4 | 2 | -1.5 | -1 | 0.0 | -2.2 | -3 | 2 | -0.1 | 4 | -1.0
CC(C)(CN1CCNCC1)NS(=O)(=O)c1ccc(Cl)cc1 | 16* | -2 | -0.7 | -1 | 0.2 | -2.3 | -1 | 3 | -0.5 | 3 | -1.6
Cc1cc(SCC(=O)c2cccs2)nc2c(C)cccc12 | -3 | -3 | 6.8* | -3 | 1.3 | 2.6 | 0 | 2 | 0.1 | 3 | -0.7
O=C(NC1CC1)C1=C[C@H](c2ccc3c(c2)OCO3)C[C@H](OCc2ccc(CO)cc2)O1 | -7 | 1 | -0.8 | 3 | 1.7 | 11* | -9 | -3 | 0.4 | 0 | -0.5
COc1ccc(S(=O)(=O)Nc2cccc(SC)c2)cc1OC | 0 | -5 | -2.0 | -2 | -1.9 | -1.1 | -2 | 6 | -1.1 | -2 | -1.5
CCN(CC)S(=O)(=O)c1ccc(N/N=C/c2cc(OC)c(OC)cc2OC)nc1 | -16 | 0 | -0.8 | -4 | 0.6 | -2.4 | -20 | 0 | 0.3 | 1 | -1.4
COc1nc(OCC#N)nc(N(C)C)n1 | 1 | -3 | 0.3 | 1 | 0.4 | 0.1 | 2 | -3 | -0.5 | -3 | -1.1
CCN(CC)C(=O)C1CC(=O)N(c2ccc(F)c(Cl)c2)C1 (stereo not drawn) | 8 | 9.5* | -1.4 | -2 | 1.7 | 0.4 | 7 | 0 | 0.1 | -4 | -0.3
CC(C)(C)c1ccc(S(=O)(=O)Nc2noc3ccccc23)cc1 | -2 | -4 | 1.3 | -2 | 0.2 | 1.8 | -12 | 1 | -0.3 | 4 | -1.2
CCN1C(=O)[C@H]2[C@@H](c3ccc(OC)cc3)N[C@]3(CCCN(Cc4ccc(OC)cc4)C3=O)[C@H]2C1=O | -1 | -4 | 1.0 | -1 | 0.7 | 1.0 | 0 | 0 | -0.1 | 4 | -0.9
COc1ccc(-c2nc3ccccn3c2NC2CCCCC2)cc1SC1CCCCC1 | i | -85 | -2.7 | 0 | -0.1 | -2.9 | i | 10 | -0.1 | 8 | -1.2
Cc1cn([C@H]2C[C@H](O)[C@@H](CNCc3cccn3-c3nccs3)O2)c(=O)[nH]c1=O | 0 | -4 | 1.6 | 0 | 0.9 | -0.3 | -1 | 0 | 2.2 | -6 | -1.0
O=C(c1cccs1)N1CCN=C1SCc1cccc(F)c1 | 0 | 1 | -1.9 | -1 | 0.2 | 0.1 | -3 | -2 | -0.5 | 8 | -1.9
O=C(NCCCc1ccncc1)C1CCC(=O)N(Cc2ccc(Cl)cc2)C1 (stereo not drawn) | 0 | 1 | -1.2 | -1 | -0.4 | 0.3 | -8 | -1 | 1.0 | -4 | -0.5
CC(C)(C)NC(=O)C1CCN(C(=O)c2ccc(-c3ccccc3)cc2)CC1 | 0 | 2 | -1.5 | 1 | -1.2 | -0.6 | 2 | -3 | 0.2 | 6 | -1.2

Reformatted as labelled records: entries from further up
COc1ccc(S(=O)(=O)Nc2cccc(SC)c2)cc1OC
- PLCg1 inh: 0
- ADAM17 inh: -5
- hcDAF-12 act: -2.0
- SMARCA2 act: -2
- DAX1 inh-1: -1.9
- hgDAF-12 ag: -1.1
- PLC-beta3 inh: -2
- MBD2 DNA inh: 6
- DAX1 inh-2: -1.1
- Rev-erbA mod: -2
- ssDAF12 agonist: -1.5

CCN(CC)S(=O)(=O)c1ccc(N/N=C/c2cc(OC)c(OC)cc2OC)nc1
- PLCg1 inh: -16
- ADAM17 inh: 0
- hcDAF-12 act: -0.8
- SMARCA2 act: -4
- DAX1 inh-1: 0.6
- hgDAF-12 ag: -2.4
- PLC-beta3 inh: -20
- MBD2 DNA inh: 0
- DAX1 inh-2: 0.3
- Rev-erbA mod: 1
- ssDAF12 agonist: -1.4
